FN deposition inh: fibronectin deposition inhibition; AH1F fibroblasts, Alexa488-fibronectin deposition fluorescence, overnight; inhibition, % at 12.6 µM; actives 0.086% (n = 350,000); AID 743247;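 active = mean inhibition across replicates of 30% or more, regardless of how many single replicates reach that level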;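 note: positive control wells lacked labelled fibronectin entirely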
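Material: AH1F fibroblast monolayer depositing Alexa488-labelled fibronectin into matrix / Amount: 10000 AH1F cells per well / Signal: fluorescence 485/525 nm / Medium: DMEM, 2% serum / Compound: single dose, pinned / Incubation: 1 h cell adhesion before compound, then overnight fibronectin incubation / Reagent: Alexa488-FN, 24 nM final / Read-out: inhibition of fibronectin deposition signal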
PglD inh: PglD (C. jejuni) enzyme inhibition. purified PglD enzyme, DTNB colorimetric CoA detection. inhibition, % at 12.5 µM. actives 0.098% (n = 360,000); in the data active = inhibition above about 16%, passing the limit was not always enough; note: strong numbers were not always called active
C2C12 statin: protects C2C12 myotubes from simvastatin toxicity; ATP luminescence, 48 h; scaled: DMSO 0, geranylgeraniol control 100; rescue of ATP level, % at 7.49 µM; actives 0.78% (n = 330,000);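 active = mean ATP rescue above about 67%, or every replicate alone reaching that limit, limit read from the data, passing the limit was not always enough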;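 note: myotubes were challenged with 10 µM simvastatin during compound exposure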
Cneo AK release: Cryptococcus neoformans lysis via adenylate kinase release | C. neoformans lysis, adenylate kinase release luminescence, 4 h; normalised: neutral wells 0, clomiphene wells 100 | lysis activity, % at 15 µM | actives 0.2% (n = 360,000) | AID 651654;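 active = mean lysis activity across replicates of at least 80%, whatever share of replicates individually reach that level; inactive = mean lysis activity below 80%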
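read-out = cell lysis signal | test system = log-phase Cryptococcus neoformans yeast cells | input = cells at 5 × 10^6 per mL | medium = fresh YPD growth medium | signal = luminescent adenylate kinase detection reagent | timing = 4 h at 37 °C static, read 1 h later | dosing = single dose | controls = Clomiphene as positive lysis control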
F508del corr: CFTR F508del correction in bronchial cells. actives 0.36% (n = 350,000). CFBE cells, YFP halide quenching; stimulated with forskolin plus potentiator P3; % fluorescence drop versus neutral controls. activity (quench increase), % at 7.58 µM. AID 720511;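 active = mean added fluorescence quench of at least 8% versus neutral control, with both replicates also reaching 8%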;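 note: cells transiently co-express mutant CFTR-F508del with the halide-sensitive YFP; corrector assay measuring rescue of mutant channel to the surface after 24 h compound exposure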
GSIS activator: primary screen for activators of insulin secretion dependent on glucose, INS-1E cells, GLuc reporter luminescence; INS-1E GLuc reporter insulin secretion, 2-3 h; activation, % at 16.6 µM; actives 0.61% (n = 370,000);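 active = lowest replicate activation of at least 40%, so every replicate reaches that level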;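 note: 0% = median of neutral control wells and 100% = median of IBMX positive control wells; some compounds called inactive have numbers as strong as hits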
PGC1a acetyl inh: lowers PGC1a acetylation signal in U2OS cells; AlphaScreen anti-acetyl-lysine; with virally co-expressed GCN5 acetyltransferase; inhibition, % at 15.6 µM; actives 0.17% (n = 350,000); AID 651687;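 active = every replicate shows inhibition of at least 40%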;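 note: 0% = neutral control wells and 100% = positive control wells; some results beyond the cut were filed as inactive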
miR122 inh: inhibitors of miR-122 in Huh7 cells; Huh7 miR-122 Renilla luciferase sensor, 48 h; neutral wells = 0, positive control = 100; activation (reporter increase), % at 12.5 µM; actives 0.3% (n = 340,000); AID 602342;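 active = mean replicate activation score at least 90 and every replicate individually at or above 90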;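 note: higher luciferase means less miR-122 activity so hits act as miR-122 inhibitors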
* marks the source's active call; other numbers are inactive results; / = no result given; [ ] = remark or other dose.

#	Compound	FN deposition inh	PglD inh	C2C12 statin	Cneo AK release	F508del corr	GSIS activator	PGC1a acetyl inh	miR122 inh
1	CCN(CC)CCCNC(=O)Cn1ncc2c(=O)oc3ccc(C)cc3c21	3.0	-1.2	4.5	0.0	-1.9	/	-4.2	1.0
2	COCCN(CC(=O)Nc1cccc(C)c1C)C(=O)c1ccc2ccccc2n1	2.6	2.9	5.5	0.4	-3.4	17.5	4.0	1.2
3	OC(COc1ccccc1)Cn1cc(Br)cn1 (stereo not drawn)	4.4	-1.8	2.5	1.6	/	/	-0.2	-2.0
4	Cc1cc(Nc2ccc(C(=O)N3CCCCC3)cc2)c2cccc(C)c2n1	-6.1	-4.2	-17.1	2.7	0.7	2.9	-6.8	0.5
5	Cc1ccc(-c2ccc3c(c2)O[C@H](CN(C)C(=O)Nc2ccc(C(F)(F)F)cc2)[C@@H](C)CN([C@@H](C)CO)S3(=O)=O)cc1	12.2	-0.1	/	-2.0	8.7*	-1.6	8.0	45.0[16.7 µM]
6	C[C@H]1CCCCO[C@@H](CN(C)S(=O)(=O)c2ccccc2)[C@@H](C)CN([C@@H](C)CO)C(=O)c2cc(NC(=O)C3CCCCC3)ccc2O1	3.1	4.5	/	-1.5	-3.6	-21.9	0.8	-13.1[16.7 µM]
7	CCN(CC)S(=O)(=O)c1cc(NC(=O)c2cc(-c3ccccn3)nc3ccccc23)ccc1C	4.0	-0.3	-13.4	2.5	0.2	-17.9	-2.2	-16.4
8	COc1cc(NC(=O)c2cccc(F)c2)ccc1NC(=O)c1cc2ccccc2o1	-0.8	2.4	-23.3	2.0	-2.2	8.1	-6.3	4.0
9	CCn1c(SCC(=O)Nc2nccs2)nnc1-c1ccc(S(=O)(=O)N2CCCCCC2)cc1	0.3	-4.4	-12.0	-1.2	/	/	-1.8	-4.8
10	COc1ccccc1-n1c(C)nnc1SCC(=O)NCc1ccccc1	-4.8	-4.0	7.7	2.3	/	/	10.4	-5.4
11	COc1ccc(N2C(=O)CC(Sc3nnnn3-c3ccc(F)cc3)C2=O)cc1 (stereo not drawn)	-4.4	-5.7	-1.5	-2.8	-0.9	-7.7	-22.2	-19.1
12	Cc1cnc(NC(=O)c2ccco2)s1	-12.5	-0.1	4.6	-2.7	/	/	0.4	5.7
13	C[C@H]1CN([C@@H](C)CO)C(=O)c2cc(NC(=O)Cc3ccccc3)ccc2O[C@H]1CN(C)C	/	3.5	9.4	-1.0	0.8	-0.8	-4.4	-8.1[16.7 µM]
14	O=C1c2ccccc2C(=O)N1CC1CO1 (stereo not drawn)	3.6	/	-3.6	/	-1.4	-2.1	-9.6	-6.4
15	CCc1cccc(NC(=O)C2CCCN2S(=O)(=O)c2ccc3c(c2)n(C)c(=O)c(=O)n3C)c1 (stereo not drawn)	-1.3	-6.5	6.5	-0.8	1.6	45.8*	-7.4	-2.2
16	C[C@H](CO)N1C[C@H](C)[C@H](CN(C)C(=O)C2CC2)Oc2ncc(-c3ccc(C(=O)N(C)C)cc3)cc2C1=O	-6.4	2.0	-0.4	-0.3	1.8	0.2	10.3	-4.6[16.7 µM]
17	N#Cc1ccccc1OCC(=O)Nc1ccc2c(c1)OCO2	2.2	3.3	15.1	-1.8	2.9	-8.2	2.0	-0.9
18	CCCNC(=O)N(C)C[C@@H]1Oc2cc(C#Cc3ccccn3)ccc2S(=O)(=O)N([C@@H](C)CO)C[C@H]1C	-2.0	-8.4	/	0.1	-0.7	0.4	-9.2	16.5[16.7 µM]
19	CCOP(=O)(c1ccccc1)C1(C#N)CCCC1 (stereo not drawn)	/	-9.6	-9.2	2.4	/	7.2	2.1	2.4
20	COc1cccc(-n2nnc3c(=O)n(C/C=C/c4ccccc4)cnc32)c1	8.6	1.3	8.8	4.4	2.3	-41.7	/	/
21	Cn1cccc1Cc1nnc(SCC(=O)Nc2ccc(F)cc2)n1CCc1ccccc1	7.3	-5.5	4.0	-3.3	1.9	9.2	/	/
22	O=C(COC(=O)/C=C/c1ccccc1)NC1CCS(=O)(=O)C1 (stereo not drawn)	-6.4	-0.9	1.6	-1.0	-0.4	14.6	/	/
23	CCOC(=O)c1ccc(NC(=O)CSc2nc3ncccc3[nH]2)cc1	-10.8	4.8	/	-2.0	-0.4	-1.4	0.2	-0.1
24	CO[C@H]1CN(C)C(=O)c2cc(NC(=O)C3CCC3)ccc2OC[C@@H](C)N(C)C[C@H]1C	3.3	-0.6	-0.4	42.6	-2.3	13.7	11.5	/
25	COc1cccc(NC(=O)N(C)C[C@@H]2Oc3cc(C#Cc4ccc(F)cc4)ccc3S(=O)(=O)N([C@@H](C)CO)C[C@H]2C)c1	-1.6	3.3	-102.3	-5.4	5.2	-3.5	-20.6	7.0[16.7 µM]
26	Cc1cc(=O)n2[nH]cc(C(=O)O)c2n1	/	-4.3	10.7	2.1	/	-1.7	6.2	-1.5
27	CCOc1ccc(NC(=O)CN2C(=O)NC3(CCCC3)C2=O)cc1S(=O)(=O)N1CCCCC1	-1.5	-4.1	-3.9	2.2	-1.9	/	-11.6	-2.8
28	CCN(Cc1nc2ccccc2n1C)c1ccccc1	11.1	1.8	3.9	7.7	0.3	13.3	-18.7	3.2
29	COc1ccc(CNC(=O)C2CCN(S(=O)(=O)N3CCC(C)CC3)CC2)c(OC)c1	3.9	0.1	2.5	1.0	0.0	/	-4.7	-2.9
30	Cc1ccc(CNC(=O)C2CCC(=O)N(CC3CCCCC3)C2)o1 (stereo not drawn)	-1.9	0.1	0.0	-0.3	-2.3	-9.3	6.6	-3.8
31	N#C[C@H]1[C@H](c2ccc(-c3cccc(F)c3)cc2)[C@@H](CO)N1S(=O)(=O)c1cccc(F)c1	-7.2	-2.0	12.8	-2.3	-0.9	-4.6	12.6	/
32	CC1Cc2ccccc2N1Cc1cc(=O)c(OCC(=O)Nc2ccccc2)co1 (stereo not drawn)	/	-1.3	-7.9	-1.5	-1.9	-20.5	/	3.9
33	O=C1C2ON(c3ccc(Br)cc3)C(c3cccnc3)C2C(=O)N1C1CCCCC1 (stereo not drawn)	/	2.3	-7.7	-1.0	/	/	2.4	1.5
34	COc1cc(CCC(=O)OCC(=O)N2CCc3ccccc32)cc(OC)c1OC	-6.2	-1.3	-3.7	-1.3	0.4	-0.5	/	/
35	CN(C)CCCOc1ccc(C(C)(C)c2ccccc2)cc1	/	4.2	-1.1	-1.5	/	/	-9.7	0.7
36	Cc1cccc(OCC(=O)Nc2nccs2)c1C	-1.8	17.7	/	-1.5	-7.6	-4.9	/	/
37	Cc1noc(C)c1NC(=O)N(C)C[C@H]1OCCCC[C@H](C)Oc2ccc(NC(=O)Nc3ccccc3)cc2C(=O)N([C@H](C)CO)C[C@@H]1C	/	-0.8	/	4.8	1.2	3.5	-12.6	-0.3[16.7 µM]
38	CN(C)c1ccc(C(CNC(=O)Cc2cccc3ccccc23)N(C)C)cc1 (stereo not drawn)	-10.2	-5.9	11.2	-0.2	0.3	-10.3	-22.6	-4.4
39	CC(C)(C)[S@@](=O)N1Cc2cc(C(=O)NCc3ccccn3)nc(-c3cccc(-c4ccccc4F)c3)c2[C@H]1CCO	7.3	-3.3	-36.2	-2.6	2.5	-18.5	5.3	/
40	COc1ccc(Cn2nnnc2C(c2ccccn2)N2CCN(c3cc(Cl)ccc3C)CC2)cc1 (stereo not drawn)	/	1.5	-14.3	1.2	/	/	-27.3	-1.7
41	CCSc1nc(-c2ccccc2)nc(C(Cl)Cl)n1	1.8	-3.2	1.4	-0.5	-9.3	16.1	-4.2	-2.0
42	O=C(Nc1ccccc1OC(F)F)c1ccc(-n2cncn2)c([N+](=O)[O-])c1	5.5	-2.4	-10.0	3.7	-0.1	-7.0	/	3.3
43	Cc1noc(C)c1C(=O)OCC(=O)/C=C1\N(C)c2ccccc2C1(C)C	-0.2	4.4	/	3.0	/	/	/	16.8
44	CCOC(=O)N(C)C[C@@H]1OCc2ccccc2-c2ccccc2C(=O)N([C@@H](C)CO)C[C@H]1C	-4.6	-1.7	/	-2.6	-1.8	-15.4	4.3	/
45	CC1=C(C(=O)N(C(C)C)C(C)C)CC(CC(=O)NCc2ccco2)C(=O)N1CCC1=CCCCC1 (stereo not drawn)	-5.5	1.6	-9.7	0.0	0.8	-21.5	5.5	14.7
46	CC(C)CC#Cc1ccc2c(c1)O[C@@H](CN(C)C(=O)c1ccccn1)[C@H](C)CN([C@H](C)CO)S2(=O)=O	/	2.0	9.5	43.0	4.8	-26.5	-2.0	10.3[16.7 µM]
47	Cc1ccccc1-c1cnc2c(c1)C(=O)N([C@H](C)CO)C[C@@H](C)[C@H](CN(C)C(=O)c1ccccc1)O2	/	-0.1	11.4	1.7	1.6	-0.6	10.8	-4.2[16.7 µM]
48	Cc1noc(C)c1NC(=O)N(C)C[C@@H]1OCCCC[C@H](C)Oc2ccc(NS(=O)(=O)c3c(C)noc3C)cc2C(=O)N([C@@H](C)CO)C[C@H]1C	/	0.1	50.3	0.6	2.4	26.0	0.5	8.2[16.7 µM]
49	O=C(c1cc2c(=O)oc3ccccc3c2s1)N1CCOCC1	0.0	-5.7	-8.9	2.6	/	/	8.0	-5.8
50	CCCNC(=O)[C@H]1[C@H](CO)[C@H]2Cn3c(ccc(C4=CCCCC4)c3=O)[C@@H]1N2Cc1cocn1	/	-0.4	-14.7	45.1	-3.8	0.6	/	0.6[16.7 µM]

Full records, quoted from the list. Values in the order: FN deposition inh, PglD inh, C2C12 statin, Cneo AK release, F508del corr, GSIS activator, PGC1a acetyl inh, miR122 inh
`Cc1cc(=O)n2[nH]cc(C(=O)O)c2n1` is listed with /, -4.3, 10.7, 2.1, /, -1.7, 6.2, -1.5
`COc1ccc(CNC(=O)C2CCN(S(=O)(=O)N3CCC(C)CC3)CC2)c(OC)c1` is listed with 3.9, 0.1, 2.5, 1.0, 0.0, /, -4.7, -2.9
`CN(C)CCCOc1ccc(C(C)(C)c2ccccc2)cc1` is listed with /, 4.2, -1.1, -1.5, /, /, -9.7, 0.7
`CC(C)(C)[S@@](=O)N1Cc2cc(C(=O)NCc3ccccn3)nc(-c3cccc(-c4ccccc4F)c3)c2[C@H]1CCO` is listed with 7.3, -3.3, -36.2, -2.6, 2.5, -18.5, 5.3, /

Other records:
#	Compound	FN deposition inh	PglD inh	C2C12 statin	Cneo AK release	F508del corr	GSIS activator	PGC1a acetyl inh	miR122 inh
51	CCNc1ccc(C(=O)OCC(=O)Nc2cc(C)on2)cc1[N+](=O)[O-]	6.5	2.4	18.7	-0.1	-5.0	5.9	-2.1	-6.4
52	c1nc(COc2nsnc2N2CCOCC2)cs1	-4.3	-3.0	7.5	1.0	/	/	-1.5	3.2
53	CCOC(=O)NC(=O)COC(=O)CNC(=O)c1cccc(OC)c1	3.4	-3.8	/	-0.3	-2.1	8.9	-0.5	/
54	NC(=O)c1ccc(NC(=O)COC(=O)c2ccc([N+](=O)[O-])cc2)cc1	0.1	/	/	/	-1.6	-3.7	9.4	/
55	CCCCNC(=O)c1sc(=S)n(-c2ccccc2OC)c1N	0.1	2.9	6.3	3.3	/	/	-9.3	-13.3
56	Cc1noc(C)c1NC(=O)Nc1ccc2c(c1)C(=O)N([C@H](C)CO)C[C@@H](C)[C@H](CN(C)Cc1ccc3c(c1)OCO3)OCCCC[C@H](C)O2	-7.2	-3.2	/	3.0	-2.2	19.5	5.2	11.8[16.7 µM]
57	O=C(Nc1cc(Cl)ccc1N1CCOCC1)c1ccco1	-1.5	7.1	/	2.1	-3.3	34.5	-14.1	-1.5
